Bioassay records deposited in PubChem BioAssay by Sanford-Burnham Center for Chemical Genomics.
TAG inh: inhibitors of triacylglycerol accumulation, primary screen, cell-based, uHTS, fluorescence, H9c2 | H9c2 cells, Nile Red lipid (TAG) fluorescence; cells loaded with 200 µM oleic acid | inhibition, % at 12.5 µM | actives 0.66% (n = 230,000) | AID 651582, 2012;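 active means pattern-corrected inhibition of lipid staining of at least 50% with the nuclear-stain viability signal not falling by more than 50%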;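 further: 0% = DMSO wells and 100% = triacsin C control wells; some results filed as inactive read as strong as hits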
TAG inh DAPI viability: second read-out of TAG inh, no call of its own (marks repeat the call); DAPI nuclei signal change (viability), lower = more cytotoxic, %;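 whole-well DAPI fluorescence read on a plate reader as a viability signal; minus 50 percent equals half of cells still viable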
* marks the source's active call; other numbers are inactive results. The list is partial, so the mix of outcomes need not match the whole.

nr	molecule	TAG inh	TAG inh DAPI viability
1	COc1cc(C(=O)NCC(c2ccccc2)N(C)C)ccc1OCc1c(C)noc1C (configuration not stated)	11.3	-1.3
2	CCOC(=O)C1(C)CCCCN1C(=O)c1ccco1 (configuration not stated)	1.4	14.1
3	CC(=O)NCCN=C(C)c1sc2ccccc2c1O	14.6	-6.5
4	C=C(C)CSc1nnc(-c2cccc(S(=O)(=O)N(C)C)c2)n1-c1cc(OC)ccc1OC	-13.9	-3.7
5	CC(C)C(C)NC(=O)COC(=O)c1cccc(C(=O)OCC(=O)NC(C)C(C)C)n1 (configuration not stated)	10.9	2.8
6	COc1ccc2c(CC(=O)OCC(=O)Nc3cccc(S(N)(=O)=O)c3)coc2c1	-12.9	3.0
7	Cc1cc(CNCc2c(C(=O)N(C)Cc3ccccc3)nc3ccccn23)nn1C	5.0	-6.4
8	O=C(Nc1ccc2c(c1)CCC2)c1ccc(Br)s1	4.3	-6.1
9	Cc1ccccc1C(=O)N1CCC(C(=O)Nc2ccccn2)CC1	13.4	11.6
10	CC1CC(C)CN(S(=O)(=O)CCNC(=O)c2ccccc2)C1 (configuration not stated)	-54.2	2.3
11	N#C/C(=C1\CCCN1)c1nc2ccccc2c(=O)[nH]1	14.4	-5.8
12	CC(Oc1ccc(Cl)cc1Cl)C(=O)Nc1ccc2oc(-c3ccncc3)nc2c1 (configuration not stated)	15.0	-7.0
13	CCC1(C(N)=O)CC2C=CC1C2 (configuration not stated)	-14.7	3.0
14	Cc1cc(Br)ccc1NC(=O)CN(C)C(=O)c1cc([N+](=O)[O-])ccc1N1CCOCC1	9.3	-7.3
15	C#Cc1ccc(NC(=O)C2(C)CCN2C(=O)C2(c3ccccc3)CCCC2)cc1 (configuration not stated)	31.0	-6.1
16	CSc1ncccc1C(=O)OCC(=O)Nc1ccc2c(c1)OCO2	-10.9	1.8
17	Nc1nc(NCc2ccco2)nn1-c1ccccc1	-3.8	32.7
18	COC(=O)c1ccc(COC(=O)C2CC(O)CN2S(=O)(=O)c2ccc([N+](=O)[O-])cc2)cc1 (configuration not stated)	-9.8	-9.1
19	O=C(O)CCN(CCC(=O)O)c1ccccc1	2.9	4.1
20	Cc1ccc(S(=O)(=O)NCc2ccccc2)cc1C(=O)N1CCN(S(=O)(=O)c2ccccc2)CC1	5.4	8.7
21	CCN(c1ccc(N=Cc2c(O)n(Cc3ccc(OC)cc3)c(=O)c3ccccc23)cc1)C(C)C	-200.8	5.7
22	COCCCn1c(-c2ccc(Cl)cc2)n[nH]c1=S	24.9	-46.1
23	Cc1ccn2cc(-c3cc4ccccc4oc3=O)nc2c1	4.6	10.0
24	CCOCCCn1cc(C(=O)c2cc(Br)ccc2O)cc(C#N)c1=O	-8.2	-0.6
25	CC1(C(=O)Nc2ccccc2)Cc2ccccc2C(=O)O1 (configuration not stated)	-11.9	10.5
26	CCN(c1ccc(NC(=O)CN2C(=O)NC3(CCOc4ccccc43)C2=O)cc1)C(C)C (configuration not stated)	-6.1	11.3
27	CC(C)(C)c1ncc(S(=O)(=O)c2ccc(C(F)(F)F)cn2)c(N)n1	0.7	4.5
28	COc1ccc(CCN2C(=O)CSC2c2cccc([N+](=O)[O-])c2)cc1OC (configuration not stated)	1.1	1.1
29	Cc1ccc(N2C(=O)c3cccc4c([N+](=O)[O-])ccc(c34)C2=O)c2cccnc12	78.6	-56.6
30	S=C(Nc1ccc(Cl)cc1)N1CCOCC1	-2.7	1.8

5 records picked at random from those above:
nr	molecule	TAG inh	TAG inh DAPI viability
16	CSc1ncccc1C(=O)OCC(=O)Nc1ccc2c(c1)OCO2	-10.9	1.8
24	CCOCCCn1cc(C(=O)c2cc(Br)ccc2O)cc(C#N)c1=O	-8.2	-0.6
25	CC1(C(=O)Nc2ccccc2)Cc2ccccc2C(=O)O1 (configuration not stated)	-11.9	10.5
18	COC(=O)c1ccc(COC(=O)C2CC(O)CN2S(=O)(=O)c2ccc([N+](=O)[O-])cc2)cc1 (configuration not stated)	-9.8	-9.1
17	Nc1nc(NCc2ccco2)nn1-c1ccccc1	-3.8	32.7

Continuation:
nr	molecule	TAG inh	TAG inh DAPI viability
31	CC(Oc1cccc(Cl)c1)C(=O)NC1CC(C)(C)NC(C)(C)C1 (configuration not stated)	-7.0	-5.4
32	Cn1cc(S(=O)(=O)N2CCCC2)cc1C(=O)NCc1ccc(Cl)cc1	1.2	-12.0
33	CC1CCCCC12NC(=O)N(CC(=O)OCc1cccc(F)c1)C2=O (configuration not stated)	18.3	-2.2
34	CCOC(=O)CCCNC(=O)COC(=O)c1cccc(F)c1	9.8	-3.4
35	O=C(CCS(=O)(=O)c1cccs1)Nc1ccc(C(=O)NC2CCN(Cc3ccccc3)CC2)cc1	12.4	10.8
36	CCC(=O)n1nc(-c2cccnc2)nc1NCc1ccccc1	-10.5	-6.3
37	CC(=O)Nc1c(-c2ccccc2)nc2ccc(Cl)cn12	-11.0	5.5
38	Cc1cc(C)nc(NC(=O)c2cc(-c3ccc4c(c3)OCO4)nc3ccccc23)c1	14.0	20.4
39	CC1=NNC(=O)C1CCC(=O)N/N=C(\C)c1ccc(Cl)cc1 (configuration not stated)	5.8	3.8
40	CC(O)c1cccc(N=Cc2ccc3ccccc3c2O)c1 (configuration not stated)	4.3	-4.0
41	C[C@@H]1CCCCCCCCC(=O)OCCN(C(=O)OC(C)(C)C)[C@H](C)CCCCCCCCC(=O)OCCN1C(=O)OC(C)(C)C	-21.6	4.4
42	CCN(CC)c1ccc2c(C)c(CO)c(=O)oc2c1	-11.6	67.6
43	COc1ccc(-c2cc(C(=O)Nc3ccccc3O)c3ccccc3n2)cc1	-2.5	18.7
44	C=CCCN([C@H](CO)Cc1ccccc1)S(=O)(=O)c1ccccc1Br	-32.5	-5.6
45	Cc1ccnc(SCCn2c(N3CCOCC3)nc3c2c(=O)[nH]c(=O)n3C)n1	-7.7	-5.8
46	CN(C)CC1CCCCC1OC(=O)/C=C/c1ccc(Cl)cc1Cl (configuration not stated)	18.9	10.6
47	O=C(N=Nc1c(O)[nH]c2ccc(F)cc12)c1ccc(NS(=O)(=O)c2cccs2)cc1	-41.5	3.0
48	O=C1CC2CCCN2C=C1I (configuration not stated)	7.9	-2.6
49	Cc1cccc(C(=O)NCC(=O)Nc2ccc(S(=O)(=O)Nc3nc(C)cc(C)n3)cc2)c1	7.5	-18.4
50	O=C(NCc1ccccc1)c1ccc(S(=O)(=O)Nc2cccc(C(F)(F)F)c2)cc1	-8.5	8.6
51	COc1ccc2ccccc2c1CN1CCSCC1	-2.3	-1.1
52	Cc1cccc2c1cnn2C(=O)CCC(=O)NCC(C)c1ccccc1 (configuration not stated)	4.3	3.4
53	CC(Sc1nnc(N)s1)C(=O)NCc1ccc2c(c1)OCO2 (configuration not stated)	5.8	-0.6
54	COc1ccc(NC(=O)C2=CCN(S(=O)(=O)c3ccccc3)CC2)cc1OC	5.4	8.0
55	COc1ccc(C2CC(c3ccccc3)n3nc(NC(=O)c4cccs4)nc3N2)cc1 (configuration not stated)	28.7	32.2
56	O=C(COC(=O)c1cc([N+](=O)[O-])ccc1NCCO)c1ccc(Cl)cc1	-2.5	4.0
57	Cc1ccn2c(=O)nc(SCC(=O)Nc3ccc4c(c3)OCCO4)nc2c1	16.1	0.8
58	COc1cc(NC(=O)Cn2ncc3c2-c2ccccc2OC3)cc(OC)c1OC	-10.8	8.3
59	CC(C)(C)c1ccc(OCC(=O)NCCN2CCCC2)cc1	11.2	-4.1
60	Cc1ccc(-c2ccccc2NC(=O)CCl)o1	4.0	-14.4

2 of the compounds above, with one line to a screen:
21	CCN(c1ccc(N=Cc2c(O)n(Cc3ccc(OC)cc3)c(=O)c3ccccc23)cc1)C(C)C
22	COCCCn1c(-c2ccc(Cl)cc2)n[nH]c1=S
Compound | 21 | 22
TAG inh | -200.8 | 24.9
TAG inh DAPI viability | 5.7 | -46.1

The main list resumes with the two entries that preceded the break.
nr	molecule	TAG inh	TAG inh DAPI viability
59	CC(C)(C)c1ccc(OCC(=O)NCCN2CCCC2)cc1	11.2	-4.1
60	Cc1ccc(-c2ccccc2NC(=O)CCl)o1	4.0	-14.4
61	COc1ccc(C(=O)N/C(=C\c2cc(OC)c(OC)cc2[N+](=O)[O-])C(=O)NCC(=O)O)cc1	-11.0	3.9
62	CC(/C=N/NC(=O)c1cccs1)=C\c1ccco1	2.1	6.4
63	N#CC1=C(N)N(c2ccccc2C#N)C2=C(C(=O)CCC2)C1c1ccsc1 (configuration not stated)	-11.2	-3.7
64	CCCSc1nnc(N2C(=O)CC(c3ccsc3)C3=C2CCCC3=O)s1 (configuration not stated)	17.1	-8.6
65	Cc1cc(OCC(=O)OC(C)C(=O)Nc2ccc(N3CCOCC3)cc2)ccc1Cl (configuration not stated)	-5.3	5.4
66	COc1ccc(OC)c(C2C(C#N)=C(N)Oc3c2c(C)nn3-c2ccc(C)cc2)c1 (configuration not stated)	6.3	0.3
67	C=CCSc1cc(C)nc2c(-c3ccccc3)cnn12	6.9	9.0
68	O=S(=O)(c1cccs1)N1CCN(c2ncccn2)CC1	-9.7	-3.6
69	Cc1ccc(-n2c(C)cc(C(=O)CSc3nnnn3C)c2C)cc1	-1.2	3.2
70	CC(NC(=O)CSc1nnc(-c2cccc(S(=O)(=O)N3CCCCC3)c2)o1)C12CC3CC(CC(C3)C1)C2 (configuration not stated)	-2.9	4.1
71	CNc1oc(-c2ccccc2)nc1S(=O)(=O)c1ccc(C)cc1	-19.8	-1.1
72	COc1ccc(/C=C/C(=O)c2ccccn2)cc1	-19.2	1.1
73	COc1ccc(NC(=O)CCCc2nc3ccccc3c(=O)[nH]2)cc1Cl	-0.5	1.8
74	Cc1ccc2[nH]c(=O)c(C(c3nnnn3CC3CCCO3)N3CCCc4ccccc43)cc2c1 (configuration not stated)	-5.3	-9.6
75	COc1ccc(C(=O)OCC(=O)Nc2sccc2C(N)=O)cc1[N+](=O)[O-]	3.2	2.8

Seven structures from above, ordered by SMILES length, highest first.
nr	molecule	TAG inh	TAG inh DAPI viability
70	CC(NC(=O)CSc1nnc(-c2cccc(S(=O)(=O)N3CCCCC3)c2)o1)C12CC3CC(CC(C3)C1)C2 (configuration not stated)	-2.9	4.1
75	COc1ccc(C(=O)OCC(=O)Nc2sccc2C(N)=O)cc1[N+](=O)[O-]	3.2	2.8
65	Cc1cc(OCC(=O)OC(C)C(=O)Nc2ccc(N3CCOCC3)cc2)ccc1Cl (configuration not stated)	-5.3	5.4
73	COc1ccc(NC(=O)CCCc2nc3ccccc3c(=O)[nH]2)cc1Cl	-0.5	1.8
64	CCCSc1nnc(N2C(=O)CC(c3ccsc3)C3=C2CCCC3=O)s1 (configuration not stated)	17.1	-8.6
69	Cc1ccc(-n2c(C)cc(C(=O)CSc3nnnn3C)c2C)cc1	-1.2	3.2
67	C=CCSc1cc(C)nc2c(-c3ccccc3)cnn12	6.9	9.0

Carrying on:
nr	molecule	TAG inh	TAG inh DAPI viability
76	O=C(COC(=O)c1ccc(Br)o1)Nc1cccc(S(=O)(=O)N2CCCCC2)c1	-3.5	-1.9
77	CCC(c1nnnn1C(C)(C)CC)N(CCN1CCOCC1)Cc1cc2cc(C)ccc2[nH]c1=O (configuration not stated)	12.7	15.2
78	NS(=O)(=O)c1cc(C(=O)OCC(=O)Nc2ccccc2[N+](=O)[O-])ccc1Cl	1.6	2.6
79	Cc1ccc(C(=O)O)cc1-n1c(C)cc(C=O)c1C	-5.2	5.1
80	COCCNC(=O)NC12CC3CC(CC(C3)C1)C2	2.5	7.4
81	Cc1ccc2c(C)nc(/N=C(\N)NC(=O)N3c4ccccc4Sc4ccccc43)nc2c1	18.7	2.8
82	Cc1ccc(CNC(=O)COC(=O)c2c(C)noc2C)cc1	-15.1	12.7
83	O=C(Nc1ccccc1C(=O)OCn1nnc2ccccc2c1=O)c1ccco1	1.6	0.6
84	Cc1c(C#N)c2ncn(CC#N)c(=O)c2n1-c1ccccc1	-12.9	0.7
85	COc1cccc(NC(=O)c2ccccc2C(F)(F)F)c1	-7.1	-4.1
86	COC(=O)Cc1c(C(=O)OC)nnn1-c1cccc(C(F)(F)F)c1	-2.6	11.1
87	CCOC(=O)C1=C(C)NC(C)=C(C(=O)OCC)C1C(=O)OCC(=O)NC(C)c1ccccc1 (configuration not stated)	4.1	-3.1
88	CN=C(Nc1ccc(C(=O)OC)s1)c1ccccc1	-13.2	-6.5
89	CC(=O)c1ccc2c(ccc3ccccc32)c1	11.4	2.3
90	CC(C)(C)c1ccc(-c2noc(C(=O)NN)n2)cc1	5.2	-9.9
